Source: PubChem BioAssay (several laboratories)
OX1R antag: blocks the human orexin 1 receptor; O43613; CHO/OX1R cells, Fluo-8 calcium fluorescence, orexin A; inhibition, % at 5 µM; 0.43% of 330,000 active; AID 434989;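 active = inhibition above its plate's threshold, mean inhibition of all tested compounds on the plate plus 3 SD, cut at about 37% in these data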;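 also: 0% = orexin A challenge wells and 100% = SB-334867-A antagonist wells; not every result past the cut was called active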
Target sequence (O43613 whole entry, looked up): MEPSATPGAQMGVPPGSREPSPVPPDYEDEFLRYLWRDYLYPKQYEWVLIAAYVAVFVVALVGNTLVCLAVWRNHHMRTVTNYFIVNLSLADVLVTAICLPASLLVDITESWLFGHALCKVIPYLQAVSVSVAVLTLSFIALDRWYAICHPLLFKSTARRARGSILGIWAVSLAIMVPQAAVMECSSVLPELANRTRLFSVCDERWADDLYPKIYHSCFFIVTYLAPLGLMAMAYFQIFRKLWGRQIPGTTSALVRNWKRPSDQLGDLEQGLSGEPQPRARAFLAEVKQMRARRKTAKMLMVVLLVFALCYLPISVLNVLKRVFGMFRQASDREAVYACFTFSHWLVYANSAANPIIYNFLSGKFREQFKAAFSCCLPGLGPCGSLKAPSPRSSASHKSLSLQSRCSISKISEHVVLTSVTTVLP
CHT allo act: allosteric activators of human choline transporter CHT; Q9GZV3; 0.49% of 310,000 active; CHT-expressing cells, membrane potential dye, choline EC20; active compounds read high; LV-AA mutant CHT in HEK293 cells; B-score at 10 µM;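 active = initial fluorescence not abnormally high and integrated response B-score, plate-corrected, over 3 SD above library mean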
Target sequence (Q9GZV3 whole entry, looked up): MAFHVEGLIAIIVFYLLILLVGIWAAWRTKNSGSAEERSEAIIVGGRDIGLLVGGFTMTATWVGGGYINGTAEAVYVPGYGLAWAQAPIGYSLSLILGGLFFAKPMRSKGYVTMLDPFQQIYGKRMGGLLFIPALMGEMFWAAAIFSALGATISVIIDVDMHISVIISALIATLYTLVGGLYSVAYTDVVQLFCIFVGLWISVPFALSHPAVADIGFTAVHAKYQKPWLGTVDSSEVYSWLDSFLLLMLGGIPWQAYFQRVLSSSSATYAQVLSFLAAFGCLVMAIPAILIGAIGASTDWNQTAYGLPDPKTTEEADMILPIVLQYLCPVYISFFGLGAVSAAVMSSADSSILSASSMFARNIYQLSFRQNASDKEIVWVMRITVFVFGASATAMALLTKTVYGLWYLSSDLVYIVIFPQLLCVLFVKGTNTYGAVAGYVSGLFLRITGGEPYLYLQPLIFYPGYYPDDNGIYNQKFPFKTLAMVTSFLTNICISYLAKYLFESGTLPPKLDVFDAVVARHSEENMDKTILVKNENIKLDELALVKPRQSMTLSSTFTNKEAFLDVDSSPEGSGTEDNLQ
Starred values were filed as active, the others as inactive; i = inactive; . = not tested or not shown.

SMILES | OX1R antag | CHT allo act
CCN(c1ccc(OC)cc1)S(=O)(=O)c1nnc(NC(=O)COc2ccc(C)cc2)s1 | -7 | i
Cc1ccc(N(Cc2cc3ccc(C)cc3[nH]c2=O)C(=O)c2ccco2)c(C)c1 | -32 | i
Cc1c(CCC(=O)NC2CC2)c(=O)oc2c(C)c(O)ccc12 | -8 | i
COc1cccc(/C=C/C(=O)NNC(=O)c2ccncc2)c1OC | 4 | .
COc1ccc(NC(=O)COC(=O)C(NC(=O)c2ccc(C)cc2)C(C)C)cn1 (configuration not stated) | -8 | .
Cc1nnc(N/N=C/c2c(Cl)cccc2Cl)n1N | -15 | i
Cc1cc(C(=O)Nc2ccc3c(c2)OCO3)no1 | 4 | i
OCCNc1nc2ccccc2n1CCN1CCCCC1 | -9 | i
COc1ccc(/C=C/c2ccccc2)cc1[C@H]1[C@H]2C=CC[C@@H](C)[C@@H]2C(=O)N1Cc1ccccc1 | -27 | i
COc1ccc(NS(=O)(=O)c2cccc3cccnc23)cc1OC | -25 | i
Cc1nc(N2CCOCC2)[nH]c(=O)c1C | -7 | i
Cc1ccc2nsnc2c1NC(=O)c1ccc([N+](=O)[O-])o1 | -17 | i
NC(=O)CCn1ccc2ccccc21 | -5 | i
NC(=O)N=Nc1c2[nH]c3ccccc3nc-2c2ccccc12 | -4 | i
COC(CNC(=O)CNC(=S)N(CCCN1CCOCC1)Cc1cccs1)OC | -14 | i
CC1CCCN(CCOCCOc2ccc(Cl)cc2Br)C1 (configuration not stated) | -18 | i
COc1cc2c(cc1OC)C(C)N(C(=O)c1cccs1)CC2 (configuration not stated) | -9 | i
Clc1ccc(CN(CC2CCCO2)C(c2cccs2)c2nnnn2C2CCCC2)cc1 (configuration not stated) | 4 | i
COc1ccccc1/C=C1\C(=O)Nc2ccccc21 | . | i
O=C(O)C1=C(OCc2ccccc2)C(=O)NCC1 | -19 | i
COc1ccc2[nH]c(=O)c(C(=O)O)cc2c1 | 0 | i
Cc1cc(OCC(=O)N(Cc2ccco2)c2c(N)n(Cc3ccccc3)c(=O)[nH]c2=O)ccc1Cl | 6 | .
O=C(CN1C(=O)c2ccccc2C1=O)Nc1ccc(S(=O)(=O)NCC2CCCO2)cc1 (configuration not stated) | -2 | i
Cc1ccc(S(=O)(=O)N2CCOCC2)cc1C(=O)NC1CCCCCC1 | -16 | i
Cc1cc(N2C(=O)Cc3ccccc3C2=O)ccc1C(C)C | -10 | i
O=C(NCC(=O)N(Cc1ccccc1)C(C(=O)NC1CCCC1)c1ccco1)c1ccco1 (configuration not stated) | -27 | i
COc1ccc(NC2CCCN(C(=O)c3cccc(C)n3)C2)cc1OC (configuration not stated) | -12 | i
Cn1c(=O)c(C(=S)NC(=O)C2CC2)c(N)n(Cc2ccccc2)c1=O | -31 | i
CCOc1ccccc1-n1c(SCC(=O)NC(C)CC)nnc1-c1ccoc1C (configuration not stated) | -31 | i
CN(Cc1ccc2c(c1)OCCO2)C(=O)CSc1ncnc2sccc12 | -22 | .
NS(=O)(=O)c1cccc(NC(=O)COC(=O)Cc2ccc(Cl)cc2)c1 | -4 | i
Cc1cnc(CNC(=O)c2ccc3oc(Cc4ccc(Cl)cc4)nc3c2)cn1 | 2 | i
O=C(CCNS(=O)(=O)c1ccc(F)c(Cl)c1)NCc1ccccc1F | -24 | .
O=C(Nc1ccc(OCC(=O)N2CCN(S(=O)(=O)c3ccccc3)CC2)cc1)c1ccco1 | -22 | i
COc1ccc(OC)c(C2/C(=C(\O)c3ccc(OC)c(Cl)c3)C(=O)C(=O)N2CCN(C)C)c1 (configuration not stated) | -9 | i
Cc1cc(C)n2nc(C(=O)OCC(=O)N(CC(C)C)CC(C)C)nc2n1 | -7 | i
COc1cccc(OCCn2cc(C(=O)c3ccco3)c3ccccc32)c1 | 46* | i
N/C(CCCN1CCCCC1)=N/O | -19 | i
O=C(NC(=S)NNS(=O)(=O)c1ccccc1)c1ccccc1[N+](=O)[O-] | -2 | i
O=C(NCc1cccnc1)C(C(=O)c1ccc(F)cc1)n1ccccc1=O (configuration not stated) | 2 | i

3 entries already listed, ordered by their value in OX1R antag, descending.
compound,OX1R antag
Cc1cnc(CNC(=O)c2ccc3oc(Cc4ccc(Cl)cc4)nc3c2)cn1,2
NS(=O)(=O)c1cccc(NC(=O)COC(=O)Cc2ccc(Cl)cc2)c1,-4
Cc1cc(C)n2nc(C(=O)OCC(=O)N(CC(C)C)CC(C)C)nc2n1,-7

Further structures:
SMILES | OX1R antag | CHT allo act
CN(CC(=O)Nc1ccc(Cl)c(C(F)(F)F)c1)C(=O)c1cccs1 | -10 | i
COc1nccc(C(F)(F)F)c1C(=O)NC(=O)Nc1ccccc1 | -42 | i
O=C(Cn1nc(C(=O)O)c2ccccc2c1=O)Nc1ccc(Cl)c(S(=O)(=O)N2CCOCC2)c1 | 11 | .
COCC1CCN(C(=O)c2cc(COc3ccc(OC)c4ccccc34)on2)C1 (configuration not stated) | -58 | i
O=C(Cn1nnc2ccccc21)NC1CCCCC1 | -6 | i
O=C(NCc1ccc(Cl)s1)C1CCC(=O)N(CCc2ccccn2)C1 (configuration not stated) | -29 | i
Cc1ccc(C)c(NC(=S)N2CCCC2)c1 | 4 | i
COc1ccc(NC(=O)C(=O)NCC(=O)Nc2cccc(C(F)(F)F)c2)cc1 | -13 | i
COc1ccc(NC(=O)COc2ccccc2F)cc1S(=O)(=O)N1CCCCC1 | -20 | i
Brc1cccc(Nc2nc(-c3cccnc3)cs2)c1 | -11 | i
COc1ccc(C(=O)NCC(=O)OCC(=O)NC2CCCCCC2)cc1OC | -36 | .
COc1ccc(COC(=O)Nc2c(SC)nsc2SC)cc1 | 3 | i
CC(=O)c1ccc(NC(=O)COc2ccccc2C(=O)Nc2ccc(C)cn2)cc1 | -19 | i
CCOc1ccccc1Nc1nnc(SC(C)C(=O)Nc2nc(-c3ccccc3)cs2)s1 (configuration not stated) | -22 | i
C=CC[C@@H](CC(=O)N[C@H](CO)Cc1ccccc1)C(=O)N[C@H](C)COC(=O)[C@@H](CC=C)CC(=O)OC(C)(C)C | -38 | .
COc1ccc(S(=O)(=O)NCCSC(C)(C)C)c(Cl)c1Cl | -25 | i
COC(=O)c1c(C)[nH]c(C(=O)C(C)OC(=O)C2CC2C)c1C (configuration not stated) | -3 | .
O=C(O)c1ccc(COc2ccc(Cl)cc2)o1 | -9 | i
CC12CCCCC1c1ccccc1C(=NCC(=O)O)N2 (configuration not stated) | -16 | i
O=C(Cn1cc([N+](=O)[O-])cn1)NCCc1nc2ccccc2[nH]1 | 1 | i
COc1cc(OC)cc(OCC(O)Cn2ccnc2)c1 (configuration not stated) | 3 | i
O=C(NN=C1CCCC1)c1ccc(Cl)cc1 | 4 | i
CCC1=NN2C(=N)/C(=C\c3ccc(OCCOc4ccccc4OC)cc3)C(=O)N=C2S1 | -30 | i
NC(=O)CCS(=O)(=O)c1ccccc1 | -5 | i
C/C(CC(=O)Nc1ccccn1)=N\NC(=O)c1ccccc1 | -14 | i
COc1cccc2cc(C(=O)Oc3ccccc3)c(=O)oc12 | 5 | i
O=C(c1ccccc1)n1ccc(-c2cccs2)n1 | -8 | i
O=C(Nc1ccc(F)cc1)c1cc(S(=O)(=O)N2CCCCC2)ccc1F | -26 | i
CCOC(=O)CNC(=S)N(Cc1cccs1)C1CCCCC1 | -39 | i
COc1ccc(CNC(=O)C2CCC(CNS(=O)(=O)c3ccccc3)CC2)cc1 (configuration not stated) | -24 | i
CNC(=O)CO/N=C/c1ccc(N(C)C)cc1 | -13 | i
O=C(NCCc1ccccc1)C1CCC(CNc2c(N3CCCCC3)c(=O)c2=O)CC1 (configuration not stated) | 3 | i
Cc1cc2c(cc1S(=O)(=O)CCC(=O)NC1CCCCC1C)OCC(=O)N2 (configuration not stated) | -22 | i
Cc1ccc(-c2cc3ncc(C#N)c(N)n3n2)cc1 | -5 | i
O=C(Oc1ccc(C(=S)N2CCOCC2)cc1)c1ccccc1F | 3 | i
CCOC(=O)N1CCN(C(=O)CCN2C(=O)COc3ccc(C)cc32)CC1 | -5 | i
O=C(NC1CCCCCC1)C1C2C=CC3(CN(Cc4cccnc4)C(=O)C13)O2 (configuration not stated) | -4 | i
CCn1c(SCC(=O)Nc2cccc(C)c2)nc2c(c1=O)SC(C)C2 (configuration not stated) | -40 | i
CCC(CC)n1[nH]c(=O)cc1N | -7 | i
COc1ccc(F)cc1C(=O)C1CCCN(C(=O)Cc2c(C)noc2C)C1 (configuration not stated) | -25 | i
CCN(CC)C(=O)[C@H]1CC(CC(=O)NCC23CC4CC(CC(C4)C2)C3)C(=O)N2CCc3c([nH]c4ccccc34)[C@]12C (some centres not stated) | -31 | .
CCC1c2ccc(C)n2CCN1C(=O)Nc1ccccc1OC (configuration not stated) | -38 | i
COCCNC(=O)CSc1n[nH]c(=O)n1CCc1ccccc1 | -25 | i
Cc1ccc(S(=O)(=O)/N=C(\CN2CCOCC2)N2CCOCC2)cc1 | -5 | i
COc1ccc(S(=O)(=O)N2CCOCC2)cc1NC(=O)Cc1coc2cc(C)c(C)cc12 | -16 | i
CCOc1cc(/C=N/O)cc(Br)c1OCC | -30 | i
CCN(CC)S(=O)(=O)c1ccc(-n2cnnn2)c(C)c1 | 9 | i
CCCSc1cc(NCCOC(=O)CCC)c([N+](=O)[O-])c2nonc12 | -12 | i
O=C(COC(=O)C1CCN(c2ccc(C(F)(F)F)cn2)CC1)c1ccccc1 | -8 | i
CCOc1ccc(S(=O)(=O)Nc2nc3ccc(OC)cc3s2)cc1 | -8 | i

Next part.
SMILES | OX1R antag | CHT allo act
Cc1ccc(C(NC(=O)c2ccccc2S(C)(=O)=O)c2ccccc2)cc1 (configuration not stated) | -23 | i
CCn1nnnc1SCC(=O)NCc1cccs1 | -11 | i
CC(Sc1ccccc1)C(=O)N/N=C/c1cccnc1 (configuration not stated) | -10 | i
O=C(Nc1ccc(N2CCOCC2)cc1)c1cn2ccccc2n1 | -5 | i
COc1cc(CN2CCN(C(=O)CC(C)C)CC2)c([N+](=O)[O-])cc1OC | -2 | i
CC(/C=C/C=C/c1ccccc1)=N/NC(=O)C(O)c1ccccc1 (configuration not stated) | 5 | i
Cc1cc(C)n2nc(SCC#N)nc2n1 | 7 | i
O=C(O)c1ccccc1N/N=C/C1=C(N2CCOCC2)C(=C\c2ccccc2)/CC1 | -19 | i
O=C(Nc1nnc(C2CC2)s1)c1ccc(Cl)nc1 | -25 | .
O=C(N/N=C1/CCS(=O)(=O)c2ccc(F)cc21)c1ccccn1 | -6 | i
Cn1cc(CN2CCC(CO)CC2)c(-c2ccc(Oc3ccccc3)cc2)n1 | -9 | i
CCOC(=O)C1CCN(C(C(=O)NC2CCCCC2)c2ccc(OC)cc2)CC1 (configuration not stated) | -3 | i
CC(O)CN(CCC(N)=O)CCC(N)=O (configuration not stated) | -10 | i
COc1ccc(Nc2ccc([N+](=O)[O-])cc2[N+](=O)[O-])cc1 | -29 | i
Cc1ccc(-n2c(C)cc(C(=O)COC(=O)c3c(C)noc3C)c2C)cc1 | -9 | i
CC(=O)N/C(=C\c1ccccc1)C(=O)OC(C)C(=O)NCc1ccccc1 (configuration not stated) | -20 | i
O=C(CSc1nnc(Cn2c(=O)sc3ccccc32)n1-c1ccccc1)N1CCCCCC1 | -18 | i
O=S1(=O)CCC(S(=O)(=O)N2CCCCCC2)C1 (configuration not stated) | 0 | i
Cc1ccc(S(=O)(=O)N(C)c2ccc(OCC(=O)Nc3nc(-c4ccccc4)cs3)cc2)cc1 | 3 | i
CCOC(=O)c1sc(Nc2nc(OC)cc(OC)n2)nc1C | 11 | i

Random excerpt: four entries already listed
SMILES | OX1R antag | CHT allo act
CC(=O)N/C(=C\c1ccccc1)C(=O)OC(C)C(=O)NCc1ccccc1 (configuration not stated) | -20 | i
CCOC(=O)C1CCN(C(C(=O)NC2CCCCC2)c2ccc(OC)cc2)CC1 (configuration not stated) | -3 | i
O=C(CSc1nnc(Cn2c(=O)sc3ccccc32)n1-c1ccccc1)N1CCCCCC1 | -18 | i
Cn1cc(CN2CCC(CO)CC2)c(-c2ccc(Oc3ccccc3)cc2)n1 | -9 | i

4 neighbouring entries out of the list so far, quoted:
SMILES | OX1R antag | CHT allo act
Cc1ccc(-c2cc3ncc(C#N)c(N)n3n2)cc1 | -5 | i
O=C(Oc1ccc(C(=S)N2CCOCC2)cc1)c1ccccc1F | 3 | i
CCOC(=O)N1CCN(C(=O)CCN2C(=O)COc3ccc(C)cc32)CC1 | -5 | i
O=C(NC1CCCCCC1)C1C2C=CC3(CN(Cc4cccnc4)C(=O)C13)O2 (configuration not stated) | -4 | i

Carrying on.
SMILES | OX1R antag | CHT allo act
O=Cc1ccccc1OCCOc1ccccc1C=O | 14 | i
COCCN=C1N[C@@H](c2cccc(C(F)(F)F)c2)C(C(=O)OC)=C(C)N1Cc1ccccc1 | -28 | i
CN1CCN(C(=O)CN(c2cc(C(F)(F)F)ccc2Cl)S(C)(=O)=O)CC1 | 16 | i
CCOc1ccc(NS(=O)(=O)c2ccc(NC(=O)C3CC3)cc2)cc1 | -10 | i
CN(Cc1ccccc1)C(=O)[C@@H]1CCCN1S(=O)(=O)c1ccc(Cl)cc1 | -14 | i
COCCN1CCN(Cc2nc(Cc3ccc(OC)c(OC)c3)no2)CC1 | -4 | i
CC(C)N1CCN(Cc2nc3ccccc3s2)CC1CCO (configuration not stated) | -8 | i
O=C(O)CN(c1ccccc1F)S(=O)(=O)c1ccccc1 | -17 | i
Cc1noc(C)c1COC(=O)c1cc(S(=O)(=O)N2CCOCC2)ccc1Cl | -23 | .
O=C(CN(c1ccccc1)S(=O)(=O)c1ccc(F)cc1)NC1CCS(=O)(=O)C1 (configuration not stated) | -23 | i
COc1cc(/C=N/Nc2nc(Nc3ccccc3)nc(N3CCCCC3)n2)ccc1OCC(=O)O | -34 | i
Cc1nc(C(=O)NNC(=O)c2ccc(Cl)cc2)c(C(F)(F)F)o1 | 3 | i
